# Source: PubChem BioAssay (several laboratories)
# BioA inh: M. tuberculosis BioA enzyme inhibitors, primary screen, biochemical, plate reader, single point, HTS | 7,8-diaminopelargonic acid synthase BioA (Mycobacterium tuberculosis) | purified M. tuberculosis BioA enzyme | inhibition, % at 9.99 µM | 360,000 tested, 0.096% active | AID 602481, 2012; in the data active means inhibition above about 40%; inconclusive means no clear call, values can overlap the other calls
# GDH-TPI inh: GDH-TPI coupling enzyme inhibitors, primary screen, artefact control for M. tuberculosis FBA inhibitor project, biochemical, absorbance, full deck; GDH-TPI coupled enzyme counterscreen, NADH absorbance; inhibition, % at 4.8 µM; 360,000 tested, 1.2% active; in the data active means inhibition above about 30%;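 further: 0% = DMSO wells and 100% = wells lacking the enzyme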
# BH1578 lux ind: inducers of Vibrio cholerae quorum light production without autoinducers, primary screen, BH1578 luxS cqsA deficient, single point; V. cholerae BH1578 lux reporter, luminescence, 6 h; 350,000 tested, 0.16% active; activation, % at 18.7 µM; in the data active means activation mostly above about 9.7%, no sharp cut-off; inconclusive means no clear call, values can overlap the other calls; inactive means mostly below about 3.7%; further: not every result past the cut was called active; inactives centre near 0; reference of the scale not given here
# FBA Mtb inh: Mtb FBA enzyme inhibitors, primary screen, biochemical, fluorescence, strain H37Rv | 360,000 tested, 2.3% active | inhibition, % at 1 µM | purified M. tuberculosis FBA, fluorescence read-out | Fructose-bisphosphate aldolase (Mycobacterium tuberculosis (strain ATCC 25618 / H37Rv)), …; in the data active means inhibition above about 27%;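 further: 0% = vehicle and 100% = reference inhibitor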
# Target sequence (P9WQA3 whole entry, looked up): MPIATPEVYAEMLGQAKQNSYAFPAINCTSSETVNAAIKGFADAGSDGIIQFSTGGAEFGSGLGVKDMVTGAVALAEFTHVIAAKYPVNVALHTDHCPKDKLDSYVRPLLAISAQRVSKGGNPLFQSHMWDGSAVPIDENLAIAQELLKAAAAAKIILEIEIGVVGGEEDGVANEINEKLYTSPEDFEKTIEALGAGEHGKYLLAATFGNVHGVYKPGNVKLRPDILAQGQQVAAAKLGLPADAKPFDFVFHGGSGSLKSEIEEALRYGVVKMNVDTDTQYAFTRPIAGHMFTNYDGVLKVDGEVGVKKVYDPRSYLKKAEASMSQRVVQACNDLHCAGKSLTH
# UGM FP inh: M. tuberculosis UGM enzyme inhibitors, primary screen, biochemical, fluorescence polarization, single point. 320,000 tested, 0.06% active. AID 504406, 2011. UDP-galactopyranose mutase (Mycobacterium tuberculosis (strain ATCC 25618 / H37Rv)), …. purified UGM, fluorescence polarization probe displacement. inhibition, % at 10 µM; in the data active means inhibition above about 10%, passing the limit was not always enough; inconclusive means no clear call, values can overlap the other calls
# Target sequence (P9WIQ1 whole entry, looked up): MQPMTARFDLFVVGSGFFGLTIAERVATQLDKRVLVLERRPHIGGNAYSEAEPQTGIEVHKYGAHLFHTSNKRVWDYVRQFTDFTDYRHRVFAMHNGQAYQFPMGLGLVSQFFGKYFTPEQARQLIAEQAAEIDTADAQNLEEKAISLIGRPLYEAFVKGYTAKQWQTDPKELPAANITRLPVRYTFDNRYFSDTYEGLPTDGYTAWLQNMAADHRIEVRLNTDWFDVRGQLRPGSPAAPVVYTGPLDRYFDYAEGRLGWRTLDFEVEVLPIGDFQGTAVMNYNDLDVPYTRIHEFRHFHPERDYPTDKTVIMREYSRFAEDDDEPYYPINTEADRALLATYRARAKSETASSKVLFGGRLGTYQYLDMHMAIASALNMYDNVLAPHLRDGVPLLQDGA
# TcdB inh: TcdB glycohydrolase inhibitors, primary screen, biochemical, single point, plate reader; Toxin B (Clostridioides difficile), P18177; TcdB glycohydrolase enzymatic assay; 350,000 tested, 0.24% active; inhibition, % at 9.99 µM; AID 652162, 2013; in the data active means inhibition above about 10%
# PfHsp40 yeast: rescue of yeast from PfHsp40 toxicity, primary screen, S. cerevisiae, ATP luminescence; S. cerevisiae expressing PfHsp40, growth rescue; growth rescue, % at 12.5 µM; 340,000 tested, 0.68% active; AID 504582, 2011; in the data active means growth rescue above about 28%, passing the limit was not always enough; inconclusive means no clear call, values can overlap the other calls;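 further: yeast W303a lacking pdr1 and pdr3 grown in galactose medium; growth measured after three days at 30 °C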
# Y pestis TopoI: Yersinia pestis topoisomerase I inhibitors, primary screen, biochemical, cleavage product accumulation, plate reader, single point; DNA topoisomerase I (Yersinia pestis CO92); AID 504884, 2011; activity, % at 10 µM; 360,000 tested, 0.064% active; Y. pestis Topo-I cleavage product accumulation; in the data active means activity above about 50%, passing the limit was not always enough; inconclusive means no clear call, values can overlap the other calls; further: inactives centre near 2
# FadD28 FP inh: inhibitors of FadD28 bisubstrate probe binding, primary screen, biochemical, fluorescence polarization, single point; Mycobacterium tuberculosis FadD28 fatty-acid-AMP ligase; inhibition, % at 12.5 µM; 360,000 tested, 0.22% active; AID 588549, 2011; in the data active means inhibition above about 8.5%, passing the limit was not always enough; inconclusive means no clear call, values can overlap the other calls
# Numbers without * were called inactive; i = inactive; ? = inconclusive; . = no result given; + = active, no number.
1. COc1ccc(N2C(=O)CCC(C(=O)N3CCCCCC3)C2c2ccc(OC)c(OC)c2)cc1 (stereo unspecified)
2. CN1C(=O)C(=Cc2ccc(Sc3ccccc3)o2)C(=O)N(C)C1=S
3. CCc1cc2c(NCCO)ncnc2s1
4. Cc1ccc(C(=O)O)cc1NCc1cccnc1
5. O=C1OC[C@H](Cc2ccc3c(c2)OCO3)/C1=C\c1ccc2c(c1)OCO2
compound no.	1	2	3	4	5
BioA inh	-0.6	-2.4	0.4	-1.0	-1.1
GDH-TPI inh	7.7	21.2	-7.8	7.1	29.4
BH1578 lux ind	-0.4	i	.	-0.9	-0.4
FBA Mtb inh	-2.0	-0.5	1.0	-3.5	4.4
UGM FP inh	-0.8	-1.3	1.4	.	1.3
TcdB inh	.	-1.6	.	0.7	.
PfHsp40 yeast	1.1	2.5	-0.6	.	1.3
Y pestis TopoI	-10.1	-7.7	2.1	4.9	0.0
FadD28 FP inh	-2.8	1.6	-1.9	-0.7	-2.2

6. NS(=O)(=O)c1ccc(CNC(=O)/C=C/c2ccccc2[N+](=O)[O-])cc1
7. O=C(CSc1nnc(-c2ccc(S(=O)(=O)N3CCCC3)cc2)o1)NCc1ccco1
8. S=C(NC1CCCCC1)N1CCN(C2CCCCC2)CC1
9. CN(C)S(=O)(=O)c1ccc(C(=O)OCc2nnc(-c3ccccc3)o2)cc1
10. COc1cc(C)ccc1OCc1cc(C(=O)NCCN2CCCC(O)C2)no1 (stereo unspecified)
compound no.	6	7	8	9	10
BioA inh	.	-2.3	.	0.1	0.4
GDH-TPI inh	-1.3	2.5	-0.6	2.5	4.6
BH1578 lux ind	-0.3	i	-0.2	0.8	i
FBA Mtb inh	0.8	3.4	3.3	0.7	-1.0
UGM FP inh	-0.3	2.9	-1.5	-2.1	-0.4
TcdB inh	1.1	.	-0.1	1.5	-0.2
PfHsp40 yeast	-0.5	5.1	-0.7	-0.7	-0.3
Y pestis TopoI	3.4	-3.9	-4.6	13.9	8.8
FadD28 FP inh	-0.2	-1.0	-1.4	-3.7	-4.9

11. COC(=O)c1c(C)n(-c2ccc(OC)cc2)c2ccc(O)cc12
12. CCN1CCN(C(=O)Cn2ncc3c2-c2ccccc2OC3)CC1
13. OC[C@H]1O[C@@H](n2cnc3c(NC4CCCC4)ncnc32)[C@H](O)[C@@H]1O
14. CCOC(=O)c1nc(N)sc1C(=O)OCC
15. O=C(CCN1CCN(c2ccccc2F)CC1)c1ccc(Br)cc1
compound no.	11	12	13	14	15
BioA inh	-0.4	-1.4	-0.2	-1.2	.
GDH-TPI inh	9.7	-5.3	-10.1	5.8	-4.8
BH1578 lux ind	-0.4	-0.5	5.6	i	i
FBA Mtb inh	2.2	4.4	1.1	4.2	-1.6
UGM FP inh	-1.2	-1.4	-1.5	-1.1	0.4
TcdB inh	.	0.7	1.9	.	.
PfHsp40 yeast	0.4	-0.8	-1.0	-1.8	0.0
Y pestis TopoI	-3.3	6.8	4.6	1.2	0.1
FadD28 FP inh	-1.7	1.2	-0.4	-2.4	-4.0

# In a second layout: four of the compounds above.
no. | Compound | BioA inh | GDH-TPI inh | BH1578 lux ind | FBA Mtb inh | UGM FP inh | TcdB inh | PfHsp40 yeast | Y pestis TopoI | FadD28 FP inh
4 | Cc1ccc(C(=O)O)cc1NCc1cccnc1 | -1.0 | 7.1 | -0.9 | -3.5 | . | 0.7 | . | 4.9 | -0.7
5 | O=C1OC[C@H](Cc2ccc3c(c2)OCO3)/C1=C\c1ccc2c(c1)OCO2 | -1.1 | 29.4 | -0.4 | 4.4 | 1.3 | . | 1.3 | 0.0 | -2.2
6 | NS(=O)(=O)c1ccc(CNC(=O)/C=C/c2ccccc2[N+](=O)[O-])cc1 | . | -1.3 | -0.3 | 0.8 | -0.3 | 1.1 | -0.5 | 3.4 | -0.2
7 | O=C(CSc1nnc(-c2ccc(S(=O)(=O)N3CCCC3)cc2)o1)NCc1ccco1 | -2.3 | 2.5 | i | 3.4 | 2.9 | . | 5.1 | -3.9 | -1.0

# (more compounds)
16. Cc1nc(-c2c(C(F)(F)F)noc2-c2ccc(O)cc2O)cs1
17. COc1ccccc1S(=O)(=O)Cc1ccc(C(=O)N2CCCC2)o1
18. COc1ccc(S(=O)(=O)N2CCOC2CNC(=O)C(=O)NCc2ccccn2)cc1 (stereo unspecified)
19. O=C(Cc1ccccc1)NCCC1=CCCCC1
20. CC1CN(C(=O)CCNS(=O)(=O)c2ccc(Br)cc2)CC(C)O1 (stereo unspecified)
compound no.	16	17	18	19	20
BioA inh	1.4	0.6	-0.7	.	.
GDH-TPI inh	8.1	10.1	-5.3	9.3	3.2
BH1578 lux ind	-0.2	-0.3	i	-2.7	-0.6
FBA Mtb inh	-0.1	1.6	0.6	1.0	9.4
UGM FP inh	0.2	0.4	1.1	2.8	0.1
TcdB inh	1.4	0.1	0.1	0.5	0.5
PfHsp40 yeast	-0.3	-0.5	-1.1	-0.7	-0.3
Y pestis TopoI	-4.3	0.1	1.6	3.8	-4.0
FadD28 FP inh	-7.2	-1.2	-4.4	-0.4	0.3

21. CC1CCCN(c2ccc(C(=O)Nc3nnc(C4CC4)s3)cc2[N+](=O)[O-])C1 (stereo unspecified)
22. CC(=O)Nc1ccc2c(c1)Cc1c-2cc(Cl)c(NC(C)=O)c1Cl
23. O=c1c2ccccc2nc(/C=C/c2ccccc2)n1-c1ccccc1O
24. CCOc1ccc(NC(=O)CSc2nnnn2CC(=O)O)cc1
25. CC1Cc2ccccc2N1C(=O)Cn1cnc2ccccc2c1=O (stereo unspecified)
compound no.	21	22	23	24	25
BioA inh	0.6	0.4	3.1	0.9	0.0
GDH-TPI inh	9.5	5.1	16.4	2.6	5.1
BH1578 lux ind	2.3	-3.3	-0.8	0.7	2.1
FBA Mtb inh	-0.1	-2.1	1.9	1.3	0.0
UGM FP inh	4.6	.	-0.1	-2.3	-0.9
TcdB inh	0.5	1.5	3.0	.	.
PfHsp40 yeast	-1.2	-1.3	3.9	-0.2	?
Y pestis TopoI	-9.3	-6.0	-5.2	2.9	5.7
FadD28 FP inh	-2.4	-4.2	-4.3	-1.2	0.9

26. COc1ccc(C2CC(c3ccccc3)=NN2C(=O)c2ccc(F)cc2)cc1 (stereo unspecified)
27. Cc1cccc(NC2SC(=O)N(c3ccccc3)C2=O)c1 (stereo unspecified)
28. COc1ccc(-c2cncnc2-c2ccc(OC)cc2O)cc1
29. Nc1ccc(-c2nc3ccc(N)cc3[nH]2)cc1
30. CC1CCC(NC(=S)NCCN(C)C)CC1 (stereo unspecified)
compound no.	26	27	28	29	30
BioA inh	0.6	1.6	0.9	.	1.8
GDH-TPI inh	6.0	0.8	12.0	17.9	-4.8
BH1578 lux ind	i	i	i	i	-0.9
FBA Mtb inh	0.8	-1.9	0.8	+	0.2
UGM FP inh	0.1	-1.5	-0.9	2.2	-2.5
TcdB inh	-0.5	.	2.5	8.1	0.0
PfHsp40 yeast	0.1	0.5	-1.5	-1.3	-0.6
Y pestis TopoI	1.8	5.1	0.5	-38.5	4.5
FadD28 FP inh	1.1	0.6	-0.7	14.4*	-3.6

31. COC(=O)c1ccc(NC(=O)C[n+]2ccccc2)cc1
32. COC(=O)C(CC(C)C)NC(=O)CNC(=O)c1ccccc1C (stereo unspecified)
33. Fc1ccc(C2CC(c3ccccc3)Nc3ncnn32)cc1 (stereo unspecified)
34. O=C(CCS(=O)(=O)c1ccccc1)N(CCCN1CCOCC1)c1nc2ccccc2s1
35. C=CCOc1ccccc1C1NC(=O)NC(C)=C1C(=O)NCc1ccccc1 (stereo unspecified)
compound no.	31	32	33	34	35
BioA inh	0.7	-0.6	29.8	.	-2.2
GDH-TPI inh	-15.7	9.8	3.0	0.0	9.9
BH1578 lux ind	i	-0.3	-0.2	i	-0.2
FBA Mtb inh	-0.5	5.9	2.7	-1.4	-0.1
UGM FP inh	-1.2	2.6	0.6	0.0	-0.4
TcdB inh	0.0	.	0.6	0.7	.
PfHsp40 yeast	-1.4	0.2	-0.6	3.9	0.1
Y pestis TopoI	0.7	-3.4	1.4	25.4	4.2
FadD28 FP inh	-3.2	0.4	-2.5	-2.8	-1.5

36. COc1ccc(CC(=O)Nc2cccc(-c3cn4ccccc4n3)c2)cc1
37. COc1ccc(C2c3c(n[nH]c3C)CC(C)(O)C2C(C)=O)cc1OC (stereo unspecified)
38. CSCCOC(=O)COc1ccc(/C=N/NC(=O)c2c(Cl)cnn2C)cc1
39. COc1ccc(S(=O)(=O)NCC2CCCO2)cc1NC(=O)c1ccc(Cl)cc1 (stereo unspecified)
40. Nc1ccccc1-c1nc2ccccc2[nH]c1=O
compound no.	36	37	38	39	40
BioA inh	.	-0.7	.	1.8	-2.6
GDH-TPI inh	6.3	5.9	20.0	-2.1	22.3
BH1578 lux ind	-0.3	i	-1.0	-14.3	-0.5
FBA Mtb inh	30.9*	5.2	-2.2	-3.2	0.0
UGM FP inh	0.8	-1.2	-1.6	0.0	0.5
TcdB inh	0.9	.	-1.8	0.6	-0.1
PfHsp40 yeast	1.6	0.2	0.2	-0.3	14.0
Y pestis TopoI	11.0	-11.0	10.4	16.4	-7.2
FadD28 FP inh	-6.2	-0.6	-2.3	-0.4	0.4

41. S=c1[nH]nc(CSc2nc3ccccc3s2)o1
42. Cc1ccc(NC(=O)Cn2c(O)c(N=NS(=O)(=O)c3ccc(C)cc3)c3ccccc32)cc1
43. O=C(COn1nnc2ccccc21)NCC1CCCCC1
44. O=c1c2ccccc2nc(CN2CCCCCC2)n1-c1ccc(F)cc1
45. COC(=O)C1=C(c2ccc(F)cc2OCc2ccccc2)C[C@@H]2CC[C@H]1N2C(=O)N1CCC(C)CC1
compound no.	41	42	43	44	45
BioA inh	2.7	.	0.2	-0.3	4.0
GDH-TPI inh	-3.1	0.7	-2.5	-7.0	5.9
BH1578 lux ind	.	-0.3	7.7	-0.7	-5.3
FBA Mtb inh	0.6	1.4	6.4	0.0	5.9
UGM FP inh	-1.7	-2.7	-3.1	-1.7	-2.1
TcdB inh	.	-2.6	.	0.3	.
PfHsp40 yeast	-0.5	1.9	-0.3	-0.9	1.6
Y pestis TopoI	2.5	4.0	0.2	3.7	28.3
FadD28 FP inh	-1.8	1.2	-3.0	-1.1	-2.8

46. c1ccc(C(c2ccccc2)c2noc(CN3CCN(CC4CC4)CC3)n2)cc1
47. COC(=O)c1cc(NS(=O)(=O)c2ccc(F)cc2)ccc1N1CCOCC1
48. O=C(c1cc(-c2ccccc2)nn1-c1ccccc1)N1CCN(S(=O)(=O)c2cccc(F)c2)CC1
49. Cc1ccsc1C(C(=O)NCc1ccccc1)N(C(=O)c1csnn1)c1ccccc1 (stereo unspecified)
50. COc1ccc(C2NC(=S)NC(C)=C2C(=O)Nc2ccccn2)cc1OC (stereo unspecified)
51. Nc1nc(CN2CCN(C(=O)c3ccco3)CC2)nc(Nc2cccc(Cl)c2)n1
52. CCCC1C(=O)Nc2ccccc2N1C(=O)c1cccc(C)c1 (stereo unspecified)
compound no.	46	47	48	49	50	51	52
BioA inh	-0.8	.	-0.3	-1.4	.	.	2.8
GDH-TPI inh	-2.5	1.1	0.7	0.4	-3.4	-11.4	10.7
BH1578 lux ind	-0.6	-0.6	i	-0.2	-0.3	i	-0.6
FBA Mtb inh	1.7	4.2	6.4	-1.2	0.9	-0.4	-0.1
UGM FP inh	2.9	1.7	-3.4	1.6	1.7	-2.7	-2.5
TcdB inh	1.3	0.3	1.0	1.3	.	1.0	2.8
PfHsp40 yeast	0.1	-0.3	-0.9	-0.7	-0.8	-1.6	0.3
Y pestis TopoI	7.4	-7.1	-2.2	24.6	0.1	-0.5	0.2
FadD28 FP inh	-1.2	-1.7	2.7	-1.9	-2.3	-6.0	-4.1
